bIAP inh: intestinal alkaline phosphatase (bovine) inhibition | purified bovine IAP, CDP-star luminescence, 30 min | inhibition, % at 20 µM | 190,000 tested, under 10 active | AID 1019;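 active = over 50% inhibition of intestinal alkaline phosphatase at 20 µM in the single-dose screen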
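System: Purified bovine intestinal alkaline phosphatase (IAP) enzyme | Input: IAP diluted 1/65,000,000 in the well | Also added: CDP-star chemiluminescent phosphatase substrate, 30 µM final | Dosing: 20 µM single dose | Times: Enzyme reaction for 30 min at room temperature | Detection: Luminescence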
L major viab: reduces viability of Leishmania major promastigotes; resazurin fluorescence viability; inhibition, % at 10 µM; 200,000 tested, 9% active; AID 1063; in the data active = inhibition above about 50%;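 note: promastigotes grown with compound for 44 hours at 28 °C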
TNAP inh noacc: TNAP (human) inhibition, acceptor-free conditions. inhibition, % at 20 µM. purified TNAP, CDP-star luminescence, 30 min. P05186. 200,000 tested, 0.26% active;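 active = tissue-nonspecific alkaline phosphatase inhibition above about 50% at 20 µM in the single-dose screen, limit read from the data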;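 note: 0% = DMSO negative control and 100% = EDTA positive control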
Target sequence (P05186 whole entry, looked up): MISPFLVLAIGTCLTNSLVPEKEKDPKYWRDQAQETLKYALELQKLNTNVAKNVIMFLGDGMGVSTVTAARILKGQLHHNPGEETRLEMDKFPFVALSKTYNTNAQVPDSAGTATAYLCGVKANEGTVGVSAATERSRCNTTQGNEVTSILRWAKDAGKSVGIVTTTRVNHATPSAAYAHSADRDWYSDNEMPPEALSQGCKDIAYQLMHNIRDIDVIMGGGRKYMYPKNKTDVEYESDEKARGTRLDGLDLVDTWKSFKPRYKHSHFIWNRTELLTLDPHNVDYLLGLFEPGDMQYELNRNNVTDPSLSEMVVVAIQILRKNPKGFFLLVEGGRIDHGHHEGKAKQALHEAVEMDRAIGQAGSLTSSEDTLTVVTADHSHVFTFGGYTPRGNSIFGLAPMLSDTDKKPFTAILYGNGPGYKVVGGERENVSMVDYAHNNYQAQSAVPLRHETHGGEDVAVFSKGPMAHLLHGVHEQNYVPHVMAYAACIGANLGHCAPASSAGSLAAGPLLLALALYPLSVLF
TNAP inh hi DEA: inhibitors of human TNAP at high phosphate acceptor concentration | purified TNAP, CDP-star luminescence, 1 M DEA | inhibition, % at 20 µM | 200,000 tested, 0.03% active;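 active = over 50% inhibition of tissue-nonspecific alkaline phosphatase at 20 µM in the single-dose screen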;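 note: plate controls were DMSO wells for no effect and EDTA-quenched wells as full inhibition for full effect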
TNAP act hi DEA: activators of human TNAP at high phosphate acceptor concentration; P05186; purified TNAP, CDP-star luminescence, 1 M DEA, 30 min; hits give high values; 0 = EDTA background, 1 = DMSO-only activity; activation factor at 20 µM; 200,000 tested, under 10 active; AID 1136;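 active = activation factor at least 2 at 20 µM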
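Assay system: human TNAP; Input: enzyme diluted 1/800 final; Reagent: CDP-star luminogenic substrate at 100 µM final; Timing: 30 min, room temperature; Signal: luminescence; Evaluation: TNAP activation factor scaled between EDTA and DMSO control wells.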
bIAP activator: increases bovine intestinal alkaline phosphatase activity | purified bovine IAP, CDP-star luminescence, 30 min; hits give high values; fold of DMSO-control signal, blank-subtracted | activation factor at 20 µM | 200,000 tested, 0.17% active | AID 1016;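 active = activation factor of 2 or more at 20 µM, a signal rise over negative controls twice the positive control's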
Diaph inh CS: counter-screen for diaphorase-based assays: diaphorase inhibitors and chemical oxidizers; 190,000 tested, 0.69% active; inhibition, % at 20 µM; AID 1217; diaphorase resazurin-to-resorufin fluorescence, NADH, 16 min; bacterial (C. kluyveri) enzyme, not human;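 active = primary screen inhibition at 20 µM above a set limit, cut at about 50% in these data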;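 note: plate controls were DMSO with full reaction for no effect and wells lacking NADH for full effect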
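material = Clostridium kluyveri diaphorase enzyme | amount = 0.14 U/mL diaphorase, enzyme working solution | schedule = incubation 16 min, room temperature | detection = fluorescence of resorufin formed from resazurin, Ex 544/Em 590 nm | benchmarks = positive control minus NADH, DMSO neutral control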
PMI act satM6P: PMI (human) activation, high substrate | P34949 | coupled PMI enzyme assay, resazurin fluorescence, 20 min; hits give high values; 1 = untreated enzyme, 0 = substrate-free blank | activation factor at 20 µM | 190,000 tested, 0.34% active;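 active = activation factor of 2 or more at 20 µM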
Target sequence (P34949 whole entry, looked up): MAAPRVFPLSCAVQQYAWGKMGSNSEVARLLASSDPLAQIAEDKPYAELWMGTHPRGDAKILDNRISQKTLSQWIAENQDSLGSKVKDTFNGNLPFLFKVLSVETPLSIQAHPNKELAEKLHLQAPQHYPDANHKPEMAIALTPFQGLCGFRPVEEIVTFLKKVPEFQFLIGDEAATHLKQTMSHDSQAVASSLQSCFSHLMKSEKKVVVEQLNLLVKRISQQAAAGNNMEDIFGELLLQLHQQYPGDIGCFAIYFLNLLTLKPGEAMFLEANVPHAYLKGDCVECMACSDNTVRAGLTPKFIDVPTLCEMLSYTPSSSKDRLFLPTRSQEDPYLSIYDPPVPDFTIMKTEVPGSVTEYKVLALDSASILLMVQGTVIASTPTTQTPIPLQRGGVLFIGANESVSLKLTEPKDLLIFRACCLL
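Test system: human PMI in coupled enzyme assay; Input: PMI at 15 ng/mL final; Medium: HEPES buffer, pH 7.4; Schedule: 20 min incubation at room temperature; Technique: resorufin fluorescence at Ex 544/Em 590 nm; Compound: 20 µM single dose; Probe or stimulus: Near-saturating mannose-6-phosphate, 1.0 mM.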
Diaphorase act: counter-screen for diaphorase-based assays: diaphorase activators and chemical reducers. Diaphorase/resazurin coupled assay, resorufin fluorescence, 16 min; hits give high values; 1 = vehicle wells, 0 = NADH-free wells. activation factor at 20 µM. 190,000 tested, 0.005% active. AID 1229;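 active = diaphorase activity raised at least twofold by the compound at 20 µM; inactive = activation factor below 2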
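Assay system: Purified diaphorase enzyme from Clostridium kluyveri | Amount: Enzyme 0.07 U/mL final | Dosing: Compound 20 µM once, DMSO 1% | Timing: 16 min reaction at room temperature | Detection: Fluorescence, excitation 544 nm and emission 590 nm | Evaluation: Higher resorufin formation from activation or reduction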
PMI activator: activators of human phosphomannose isomerase; P34949; purified human PMI, coupled resazurin fluorescence, 20 min; hits give high values; 1 = vehicle control, 0 substrate-free wells; activation factor at 20 µM; 190,000 tested, 0.005% active;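 active = activation factor of 2 or more at 20 µM, relative to plate controls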
The depositor's hits bear a star; . = no result given. Not a hit list; overall some 10% were active at least once.

The first five records as a preview:
SMILES	bIAP inh	L major viab	TNAP inh noacc	TNAP inh hi DEA	TNAP act hi DEA	bIAP activator	Diaph inh CS	PMI act satM6P	Diaphorase act	PMI activator
CCNC(=S)NNC(=O)C1CCN(Cc2ccccc2)CC1	-45	-3	-132	-6	1.1	1.5	4	1.1	1	1.1
O=C(NCCN1CCOCC1)c1cccs1	-10	-4	-10	-5	1	1.1	3	1	1	1
Cc1noc(C)c1COc1cccc(C(=O)Nc2ccccc2N2CCOCC2)c1	4	11	-6	-4	1	1	17	1	0.8	0.9
O=C(NCCN1CCOCC1)c1cc(Sc2ccccc2Cl)nc2ccccc12	-61	3	-19	1	1	1.6	4	1.1	1	1
Cc1ccc(NC(=O)CN2C(=O)S/C(=C/c3ccc(-c4cc(C(=O)O)ccc4C)o3)C2=O)cc1C	11	-12	9	6	0.9	0.9	71*	0.9	0.3	0.8

All compounds of this part, from the start:
SMILES	bIAP inh	L major viab	TNAP inh noacc	TNAP inh hi DEA	TNAP act hi DEA	bIAP activator	Diaph inh CS	PMI act satM6P	Diaphorase act	PMI activator
CCNC(=S)NNC(=O)C1CCN(Cc2ccccc2)CC1	-45	-3	-132	-6	1.1	1.5	4	1.1	1	1.1
O=C(NCCN1CCOCC1)c1cccs1	-10	-4	-10	-5	1	1.1	3	1	1	1
Cc1noc(C)c1COc1cccc(C(=O)Nc2ccccc2N2CCOCC2)c1	4	11	-6	-4	1	1	17	1	0.8	0.9
O=C(NCCN1CCOCC1)c1cc(Sc2ccccc2Cl)nc2ccccc12	-61	3	-19	1	1	1.6	4	1.1	1	1
Cc1ccc(NC(=O)CN2C(=O)S/C(=C/c3ccc(-c4cc(C(=O)O)ccc4C)o3)C2=O)cc1C	11	-12	9	6	0.9	0.9	71*	0.9	0.3	0.8
CCC(CC)C(=O)c1c[nH]c(C(=O)N2CCN(c3ccccc3)CC2)c1	-4	-5	-5	-4	1	1	13	0.9	0.9	0.9
CCS(=O)(=O)N1CCCC(C(=O)NCCN2CCC(Cc3ccccc3)CC2)C1 (centres undefined)	-12	90*	-12	-7	1.1	1.1	15	0.9	0.8	0.9
CCc1cccc2c(C(=O)COC(=O)c3nn(C)c(=O)c4ccccc34)c[nH]c12	-6	-1	-18	-7	1.1	1.1	20	0.9	0.8	0.8
CC(C)(C)C(=O)Cn1c(=O)n(-c2ccc(F)cc2F)c(=O)c2sccc21	9	4	-6	-4	1	0.9	13	0.9	0.9	1.1
O=[N+]([O-])c1cc(S(=O)(=O)Nc2cccc(Cl)c2)ccc1N=Nc1c(O)[nH]c2ccccc12	22	36	19	17	0.8	0.8	7	1	0.9	1
Cc1cc(NC(=O)COc2nnc(-c3ccccc3)c3ccccc23)no1	16	-6	-1	-3	1	0.8	11	1	0.9	0.9
COc1cc(/C(C)=N/Nc2ccc(C(=O)O)cc2)cc(OC)c1OC	3	-4	-8	-4	1	1	11	2.1*	0.9	1.6
CCn1c(SCc2cccc(C)c2)nnc1-c1ccc(C)cc1	6	35	-10	-4	1	0.9	5	1	0.9	1
CCC(=O)Nc1ccccc1C(=O)NC1CCCCC1	1	-5	-11	-2	1	1	12	0.9	0.9	0.9
Cc1nccn1CCCNCc1c(C(=O)N2CCCCCCC2)nc2ccc(Cl)cn12	-9	-3	-4	-4	1	1.1	-10	1.1	1.1	1
CCOc1cc(/C=C/C(=O)c2ccc(C)cc2)ccc1OCC(=O)N(C)C	-3	100*	-3	1	1	1	2	1	1	1
COCCn1nnnc1CN(Cc1ccco1)Cc1cc2cc3c(cc2[nH]c1=O)OCO3	0	-5	-14	-3	1	1	7	1.1	0.9	0.9
Cn1c(=O)c2c(nc(NCc3ccc4c(c3)OCO4)n2Cc2ccccc2Cl)n(C)c1=O	6	-10	-6	0	1	0.9	17	0.9	0.8	0.9
Cc1noc(C)c1CSCC(=O)Nc1nc2ccc(Oc3ccccc3)cc2s1	7	2	-9	-2	1	0.9	14	0.9	0.9	0.9
CN(C)CCCNC(=O)/C(=C\c1ccc(-c2cccc([N+](=O)[O-])c2)o1)NC(=O)c1ccccc1	-2	0	1	-1	1	1	8	1	0.9	0.9
CC(=O)Nc1ccc(OCC(O)CN2CCCCC2C)cc1 (centres undefined)	15	-4	-14	1	1	0.9	7	1.1	0.9	1
CCOCCCNC(=O)C(NC(=O)c1ccccc1O)c1ccc(Cl)cc1 (centres undefined)	-4	-2	-7	-5	1	1	12	1	0.9	1.1
COc1cccc(NC(=O)CN2C(=O)NC(C)(CCC(C)C)C2=O)c1 (centres undefined)	-19	2	1	-8	1.1	1.2	-9	1.1	1.1	1.1
CCCC[n+]1ccn(-c2nc3ccccc3nc2[N-]S(=O)(=O)c2ccc(C)cc2)c1	-15	99*	-27	-5	1.1	1.1	17	1	0.8	1
Cc1ccc(-c2nnn(CC(=O)N3CCN(c4nc5ccccc5s4)CC3)n2)cc1	12	-1	-5	-5	1.1	0.9	5	0.9	0.9	0.9
CC(/C=N/NC(=O)c1cc(-c2ccncc2)nc2ccccc12)=C\c1ccco1	-5	89*	-1	1	1	1	6	0.9	0.9	0.8
Cc1cc(C)cc(N(CC(=O)NCc2ccc3c(c2)OCO3)C(=O)CCC(=O)Nc2ccccn2)c1	12	9	-15	0	1	0.9	17	1	0.8	0.9
CC(C)(C)C(=O)Nc1ccccc1C(=O)OCC(=O)c1ccc2c(c1)OCCO2	12	13	-13	-3	1	0.9	33	0.8	0.7	0.7
CN(C)c1ccc(-c2ccncc2)cc1	15	.	-11	-5	1.1	0.8	16	1	0.8	0.9
Cc1n[nH]c(=S)n(/N=C/c2ccccn2)c1=O	2	-9	-8	-2	1	1	1	1	1	1
CC(=O)C1=C(C)NC(=O)NC1c1cccc([N+](=O)[O-])c1O (centres undefined)	15	-1	-6	11	0.9	0.8	16	1	0.8	1.1
CCN(CC)C(=O)c1c2c(nc3ccccc13)-c1ccccc1CC2	5	62*	-5	-3	1	1	19	0.9	0.8	0.9
COc1ccc(C)cc1NC(=S)NC12CN3CN(CN(C3)C1)C2	-6	-4	2	0	1	1.1	-3	0.8	1	0.9
CN(C)C(=O)Oc1ccc[n+](C)c1	13	-5	-12	-4	1	0.9	21	0.9	0.8	1.1
COC(=O)Nc1ccc(S(=O)(=O)Nc2cccc3ccccc23)cc1	18	7	-5	3	1	0.8	12	1	0.9	1
Cc1ccc(CNC(=O)C2CCC(CNc3nc(=S)[nH]c4ccccc34)CC2)cc1 (centres undefined)	-6	-4	-4	-4	1	1.1	-16	1.1	1.2	1.2
COC(=O)CSc1nc(C2CC2)cc(C(F)(F)F)c1C#N	-1	3	-15	-8	1.1	1	5	1	1	1
CC(c1c(O)c2ccccc2[nH]c1=O)C1(C)CCC(O)C(C)(C)O1 (centres undefined)	1	19	1	-1	1	1	5	1	1	0.9
CCCCOc1ccc(-c2csc(N)n2)cc1[N+](=O)[O-]	9	49	-7	0	1	0.9	7	1	0.9	0.9
Cc1cccc2c(=O)c(C(=O)N3CCCCCC3)c[nH]c12	9	-6	-6	-1	1	0.9	6	1	0.9	1
COc1ccc(C(C(=O)NC2CCCC2)N(CC2CCCO2)C(=O)Cc2cccs2)cc1OC (centres undefined)	-6	0	-15	-9	1.1	1.1	8	1	0.9	1
O=C(Cc1ccc(F)cc1)N/N=C/c1ccc(-c2ccc(Cl)c(C(=O)O)c2)o1	0	-2	-2	-7	1.1	1	11	0.9	0.9	1
CCc1ccc(/C([O-])=C(/C(=S)NCCN2CCOCC2)[n+]2ccccc2)cc1	-8	-6	-18	0	1	1.1	-5	0.9	1	0.9
Cc1ccc(NC(=O)C(=O)NN=C2CCCC2)cc1C	-31	-7	-9	-7	1.1	1.3	-10	1.1	1.1	1.1
O=C(N/N=C/c1cccc(Oc2ccccc2)c1)c1cccc(Br)c1	26	95*	-21	-2	1	0.7	10	0.9	0.9	0.9
COc1cccc(C(c2sc3nc(C)nn3c2O)N2CCc3ccccc3C2)c1 (centres undefined)	-12	-2	-8	-7	1.1	1.1	14	0.6	0.9	0.3
O=C(NNc1nc2ccccc2s1)c1ccc(F)cc1	26	8	-4	0	1	0.7	9	1	0.9	1
CN(C)C(=O)N1CCN(C(=O)N2CCOCC2)CC1	-7	-5	-5	0	1	1.1	4	0.9	1	1
Fc1ccccc1COc1ccc(-c2nnn(Cc3ccccc3F)n2)cc1	36	-7	-12	-4	1	0.6	18	1	0.8	1
Cc1ccc(Oc2ncccc2COC(=O)Nc2ccccc2C)cc1	-1	1	-11	-2	1	1	3	1	1	1
The results go on.
SMILES	bIAP inh	L major viab	TNAP inh noacc	TNAP inh hi DEA	TNAP act hi DEA	bIAP activator	Diaph inh CS	PMI act satM6P	Diaphorase act	PMI activator
O=C(Cn1nc(-c2ccc(Cl)cc2)ccc1=O)NCCN1CCOCC1	0	-5	-14	-4	1	1	4	1	1	1.1
O=C(NCCO)/C(=C\c1ccco1)NC(=O)c1cccs1	-6	-3	-10	-1	1	1.1	-6	1	1.1	1.1
CC1=Nc2ccccc2N=C(NC(=O)CSc2nnnn2-c2ccccc2)C1c1ccccc1 (centres undefined)	4	99*	-4	3	1	1	16	0.9	0.8	0.9
CCCc1cc(C(=O)NCc2ccc(OC)cc2)no1	10	-8	-10	-2	1	0.9	17	0.9	0.8	0.9
N#Cc1ccc(Oc2nc(C#N)cc(-c3ccccc3)n2)cc1	-11	-2	-5	-4	1	1.1	13	0.9	0.9	1
C/C(=C\c1ccccc1)CN1CCC(C(=O)N2CCCCC2)CC1	0	-4	-9	-7	1.1	1	23	1	0.8	1
CCC(C)NCCOCCOc1ccc(F)cc1 (centres undefined)	5	95*	8	-4	1	0.9	16	1	0.8	0.9
COc1ccc(CC(=O)Nc2c3c(nn2-c2cccc(C)c2C)CS(=O)(=O)C3)cc1	10	-3	-5	-5	1.1	0.9	26	0.8	0.7	0.8
CCCN1CCN(C(=O)Cn2ncc3ccccc32)CC1	8	-7	8	-5	1	0.9	-3	1	1	1
CC(C)COc1ccc(C2NC(=O)NC2=O)cc1 (centres undefined)	5	-7	-5	-10	1.1	1	-5	1.1	1.1	1
Cc1ccc(NC2=CC(=O)CC(c3ccccc3)C2)cc1 (centres undefined)	16	-1	-11	-7	1.1	0.8	14	0.9	0.9	0.9

High-throughput results: PubChem BioAssay, several laboratories
